Vif-A3G inh: Vif-A3G binding inhibition. Q9HC16. HeLa A3G-eYFP + Vif (tagged APOBEC3G with the HIV-1 protein that degrades it), YFP fluorescence, overnight. Potency, µM (top dose mostly 46.1 µM), inactives show at the top dose activity, negative = active, most hits filed as inhibitors. 410,000 tested, 0.076% active. AID 602310;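 note: potency is the fitted concentration of half-maximal effect; % is set by controls: 0 for no effect and ±100 for the full control effect; nearly all actives have a fitted effect of over 60% in size; hits raise eYFP signal because A3G escapes Vif-driven loss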
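Read-out is eYFP fluorescence (Ex 488/Em 500-530) from Vif-expressing HeLa A3G-eYFP cells; more signal means A3G escaped Vif-mediated degradation. Cells plated overnight, compound pinned in, incubated overnight at 37 deg C.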
GRP78 ERSR act: ER stress response induction in glioma; 420,000 tested, 0.02% active; AID 602332; Potency, µM, for inactives: at the top dose activation, actives largely listed as activators; U87-MG GRP78 promoter luciferase reporter, 16 h; note: potency is the fitted concentration of half-maximal effect; series mostly up to about 76 µM; % of control where 0% means no effect; nearly all actives have a fitted effect of over 35% in size
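Stably transfected U87-MG human glioma cells carrying a GRP78-based luminescent sensor were seeded at 1000 cells/well, pin-dosed with compounds and incubated 16 h. Luciferase reagent was then added, and end-point luminescence was read after 10 min at room temperature.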
RGS4 inh: human RGS4 inhibition; P49798; AID 504845; Potency, µM (titrated, usually from 114 µM), inactives show at the highest dose activity change, negative = inhibition, usual class: inhibitors; 390,000 tested, 0.039% active; Transcreener GDP fluorescence polarization, RGS4-accelerated GTP hydrolysis; note: potency is the fitted concentration of half-maximal effect; % is set by controls: 0 for no effect and ±100 for the full control effect; nearly all actives have a fitted effect of over 75% in size; some results filed as inactive show a strong effect at the top dose
Target sequence (P49798 whole entry, looked up): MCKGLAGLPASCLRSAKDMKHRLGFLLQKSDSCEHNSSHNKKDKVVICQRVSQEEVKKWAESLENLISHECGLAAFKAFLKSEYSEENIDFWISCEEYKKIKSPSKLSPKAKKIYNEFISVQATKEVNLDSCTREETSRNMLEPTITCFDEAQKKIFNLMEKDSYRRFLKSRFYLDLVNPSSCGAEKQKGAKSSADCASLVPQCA
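MLSMR compounds (23 nl, pin-transferred) preincubated 10 min at room temperature with a 500nM (2x) first reagent, then RGS4 at 900nM (2x) plus Transcreener GDP mix added; fluorescence polarization (620/688 nm) read before and after 90 min at 30 °C.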
Vif-A3F inh: blocks the Vif interaction with APOBEC3F; HeLa A3F-eYFP + Vif (tagged APOBEC3F with the HIV-1 protein that degrades it), YFP fluorescence increase; Potency, µM (doses to about 46.1 µM), without a hit: at the highest dose activity, negative = active; 390,000 tested, 0.2% active; AID 602313; note: potency is the fitted concentration of half-maximal effect; % of control where 0% means no effect; nearly all actives have a fitted effect of over 65% in size
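HeLa cells stably expressing Vif plus C-terminally eYFP-tagged A3F were seeded, incubated overnight at 37 deg C, dosed with compound, incubated overnight again at 37 deg C. Yellow fluorescence (Ex 488/Em 500-530) reported blocked Vif-mediated A3F-eYFP degradation.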
LDHA inh: blocks human lactate dehydrogenase A | P00338 | 480,000 tested, 0.15% active | activity change, % (values are at about 110 or 230 µM) | purified LDHA, NADH/diaphorase-resazurin fluorescence; stronger effect = lower value | AID 1347041; in the data active = activity change below about -30%; inconclusive = mostly about -25% to -30%;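 note: plate controls were DMSO wells for no effect and wells without enzyme for full effect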
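Resorufin fluorescence (ex540/em590), read at 0 and 20 min after diaphorase/resazurin addition, reports the NADH left after a 5 min room-temperature reaction of 2 nM human LDH5 with 0.06 mM NADH and 0.2 mM pyruvate.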
12-LOX inh: inhibitors of human 12S-lipoxygenase ALOX12 | purified 12hLO, xylenol orange hydroperoxide absorbance | Potency, µM (doses to about 108 µM), for inactives: at the top dose activity change, negative = inhibition, usual class: inhibitors | 580,000 tested, 1.1% active; note: potency is the fitted concentration of half-maximal effect; % is set by controls: 0 for no effect and ±100 for the full control effect
Target sequence (P18054 whole entry, looked up): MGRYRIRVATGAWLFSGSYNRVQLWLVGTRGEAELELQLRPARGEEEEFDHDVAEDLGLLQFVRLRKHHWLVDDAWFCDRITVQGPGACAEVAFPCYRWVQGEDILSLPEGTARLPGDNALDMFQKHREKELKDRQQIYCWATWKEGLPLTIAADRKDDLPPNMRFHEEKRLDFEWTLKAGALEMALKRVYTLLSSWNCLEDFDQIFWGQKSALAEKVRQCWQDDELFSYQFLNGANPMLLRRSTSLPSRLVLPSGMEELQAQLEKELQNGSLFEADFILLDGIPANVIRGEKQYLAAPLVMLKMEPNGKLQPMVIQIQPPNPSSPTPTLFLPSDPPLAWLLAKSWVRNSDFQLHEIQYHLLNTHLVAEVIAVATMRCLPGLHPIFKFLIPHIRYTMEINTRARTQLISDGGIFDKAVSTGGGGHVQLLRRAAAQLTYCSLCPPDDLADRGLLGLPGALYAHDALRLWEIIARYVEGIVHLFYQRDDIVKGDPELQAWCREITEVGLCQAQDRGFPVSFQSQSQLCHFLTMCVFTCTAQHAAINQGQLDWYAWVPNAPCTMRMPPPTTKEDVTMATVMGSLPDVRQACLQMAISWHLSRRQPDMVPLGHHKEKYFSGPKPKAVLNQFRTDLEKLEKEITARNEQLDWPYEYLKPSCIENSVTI
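Purified human 12hLO (150 nM final) in 25 mM Hepes, 0.01% Triton X-100, pH 7.0 was preincubated 15 min at room temperature with compound. Then 40 uM arachidonic acid was added, 30 min. Hydroperoxide was read by Fe-XO absorbance ratio 573/405 nm.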
ERG-DNA inh: blocks human ERG Ets domain binding to DNA; 370,000 tested, 0.028% active; P11308; AID 624246; fluorescence polarization, His-ERG Ets domain / labelled DNA; Potency, µM (highest dose often 76.9 µM), for inactives: at the highest dose FP activity, negative = inhibition, usual class: inhibitors; active = well fitted inhibition curve with a large enough effect in the polarisation, with a control signal flat; inconclusive = small, poorly fitted or top-dose-only effect, or effect the other way, or a change in a side signal; inactive = no such curve, though single readings can be large or run the other way; the % refers to the polarisation;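 note: polarization taken with two DNA probes labelled with fluorescein and Texas red; potency is the fitted concentration of half-maximal effect; % of control where 0% means no effect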
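His-tagged ERG Ets domain (1 uM in the protein solution; 300mM KCl, 50mM Tris-HCl, 1mM EDTA, 1mM DTT, pH 7.5) received compound, then a probe mix of 5 nM fluorescein-DNA and 100nM Texas-615-DNA. Fluorescence polarization was read for both dyes.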
D2 ag: D2 dopamine receptor (human) agonism; activation, % at 2 µM; P14416; 340,000 tested, 0.53% active; HEK293 T-REx D2 cells, calcium flux agonist mode; AID 485358;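 active = activation over 3 SD above normal in the single-dose calcium agonist read, cut at about 30% in these data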; note: 0% is about no effect
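Agonism is scored from calcium flux in a force-coupled, inducible HEK293 cell line expressing D2, read kinetically for 180 s after compound addition against dopamine controls.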
D2 antag: antagonizes the human D2 dopamine receptor; inhibition, % at 10 µM; P14416; 340,000 tested, 2% active; HEK293 TREx D2 cells, calcium flux, dopamine EC80; in the data active = inhibition above about 30%; note: 0% is about no effect
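HEK293 T-REx D2 cells, tet-induced, calcium dye no-wash. Cpd pintool add, 180 s kinetic, then EC80 DA, 180 s kinetic. Ca flux read.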
* hit, by the source's call; ? = inconclusive; nt = no result given; [ ] = dose if it differs, or a comment. Unless noted, calls come from the whole dose curve; as a rule, active = well fitted curve in the direction sought with a large enough effect; inconclusive = small, poorly fitted or top-dose-only effect, or another doubt; inactive = no such curve, though single readings can be large; an effect the other way counts as inactive or inconclusive. These rows are one share of the data; the hit share may differ from the screen's.

SMILES	Vif-A3G inh	GRP78 ERSR act	RGS4 inh	Vif-A3F inh	LDHA inh	12-LOX inh	ERG-DNA inh	D2 ag	D2 antag
C=CCn1c(CCNC(=O)c2cccs2)nnc1SCC(=O)c1cccc([N+](=O)[O-])c1	1%	-4%	-28%	0%	2	-7%	1%	0.3	10
CCN(CC)S(=O)(=O)c1cccc2cccnc12	0%	-4%	16%	-3%	0	-4%	-2%	0.2	-1
N#CC1c2ccccc2C=CN1C(=O)N(c1ccccc1)c1ccccc1 (centres undefined)	-18%	-14%	?	1%	1	-19%	-2%	nt	nt
COc1ccc(C(=O)NNC(=O)CCc2nc3ccccc3c(=O)[nH]2)cc1	5%	-1%	-12%	-8%	-5	-7%	2%	nt	nt
CC1(C)NC(=O)N(CCOc2ccc3c(c2)CCC3)C1=O	0%	-2%	14%	-3%	0	3%	2%	nt	nt
CCOc1ccccc1N1CC(C(=O)Nc2cc(Cl)ccc2-n2cncn2)CC1=O (centres undefined)	0%	-4%	-39%	8%	-2	-7%	1%	0.0	-8
CSc1nc2c(c(=O)n1-c1ccccc1)SCC2	-5%	-4%	-15%	1%	-5	-11%	-17%	-0.1	-12
CC(=O)N1CCCc2cc(S(=O)(=O)N3CCCC(C(=O)Nc4cccc(Cl)c4C)C3)ccc21 (centres undefined)	0%	-2%	-21%	-1%	1	?	-8%	0.6	nt
CC(=O)Nc1ccnn1C1CCN(C(=O)c2cccc(C)c2C)CC1	-2%	-6%	3%[56.9 µM]	2%	-2	-13%	1%	0.2	-11
Cc1cc(C(=O)Nc2nc(C)c(C(=O)N(C)C)s2)ccc1[N+](=O)[O-]	-7%	-12%	20%	2%	-5	15%	-7%	-0.7	7
COc1cc(NC(=O)c2cc(C)on2)cc(OC)c1OC	-5%	-4%	15%	-13%	-5	-7%	0%	0.1	-7
Cn1c(SCC(=O)O)nnc1-c1cccc(NC(=O)c2cccc3ccccc23)c1	0%	0%	5%[11.4 µM]	-4%	-13	6%	1%	-0.1	18
CC(C)Oc1ccc(CNC(=O)C2COc3ccccc3C2)cc1 (centres undefined)	-1%	5%	1%	5%	-4	0%	2%	0.1	nt
CCCNS(=O)(=O)c1ccc(OCC(=O)NCCC2=CCCCC2)cc1	-1%	-2%	-10%	0%	1	18%	1%	0.3	8
CN(C)c1ccnc(Oc2ccccc2)c1C#N	0%	0%	-25%	-5%	-3	2%	-1%	0.2	-1
c1ccc(Cn2nnc3c(NCC4CC4)ncnc32)cc1	-5%	-3%	nt	-1%	1	7%	nt	nt	nt
Cc1cccn2c(=O)c3cc(C(=O)N4CC(C)CC(C)C4)sc3nc12 (centres undefined)	-1%	2%	-6%	12%	-9	-24%	5%	1.9	-3
O=C(CCCc1nc2ccccc2s1)Nc1ccc(N2CCOCC2)cc1	-8%	-1%	-10%	-5%	1	4%	-3%	-0.3	1
CS(=O)(=O)N(Cc1cccc(CN(C(C(=O)O)c2ccccc2)S(C)(=O)=O)c1)C(C(=O)O)c1ccccc1 (centres undefined)	1%	-6%	-42%	3%	-4	-49%	-11%	-0.2	18
Cc1ccc(S(=O)(=O)NCC(=O)OCC(=O)NCCc2ccccc2)cc1	0%	-3%	-27%	-4%	-3	-9%	-11%	0.0	-9

Given with values under each structure: part of the list above
Below each compound: Vif-A3G inh, GRP78 ERSR act, RGS4 inh, Vif-A3F inh, LDHA inh, 12-LOX inh, ERG-DNA inh, D2 ag, D2 antag
> Cn1c(SCC(=O)O)nnc1-c1cccc(NC(=O)c2cccc3ccccc23)c1
    0%, 0%, 5%[11.4 µM], -4%, -13, 6%, 1%, -0.1, 18
> CC(C)Oc1ccc(CNC(=O)C2COc3ccccc3C2)cc1 (centres undefined)
    -1%, 5%, 1%, 5%, -4, 0%, 2%, 0.1, nt

The list goes on:
SMILES	Vif-A3G inh	GRP78 ERSR act	RGS4 inh	Vif-A3F inh	LDHA inh	12-LOX inh	ERG-DNA inh	D2 ag	D2 antag
Cn1c(=O)[nH]c(N)c(Br)c1=O	3%	-4%	-24%	-6%	-6	5%	-29%	nt	nt
O=c1cc(CSc2ccccc2)[nH]c2ccc(F)cc12	1%	-3%	27%	1%	-14	-17%	-4%	-0.3	nt
C=CCOC1=CS(=O)(=O)N(Cc2ccc(Br)cc2)c2ccc(Br)cc21	-4%	-1%	?	0%	2	-27%	0%	nt	nt
COc1ccc2oc(C(=O)OCc3c(C)noc3C)c(C)c2c1	1%	13%	17%	-20%	2	-2%	11%	0.1	-8
Cn1ccnc1COc1ccc(C=O)cc1	0%	0%	14%	-2%	-8	-3%	-6%	nt	nt
CCCOc1ccc(/C(O)=C2/C(=O)C(=O)N(CCN(C)C)C2c2ccc(O)c(OC)c2)cc1 (centres undefined)	0%	0%	1%	-2%	8	nt	8%	-0.6	-1
CN(C)S(=O)(=O)Oc1ccc(C(=O)Nc2ccc([N+](=O)[O-])cc2)cc1	0%	-5%	9%	-1%	-2	-10%	8%	nt	nt
COCCNc1ncnc2c1ncn2[C@H]1CN(Cc2ccc(-c3ccccc3)cc2)C[C@@H](CO)O1	4%	1%	nt	nt	-2	-13%	nt	nt	nt
C=CCNC(=O)C1CC1(c1cccc(C)c1)c1cccc(C)c1 (centres undefined)	-22%	-4%	-8%	8%	-12	113%[activator]	-3%	nt	nt
CN(Cc1cc2cc(F)ccc2[nH]1)Cc1nc(-c2cnccn2)no1	8%	-4%	-11%	8%	-9	-20%	-6%	0.8	1
O=C(CCCC(=O)N1CCN(c2ccccc2F)CC1)N1CCN(c2ccccc2F)CC1	0%	0%	16%	2%	-7	-7%	4%	-0.1	1
CC(=O)c1cccc(NC(=O)c2cc(=O)c3ccccc3o2)c1	-1%	7%	-48%	4%	-13	-11%	-2%	-1.7	-9
O=C(NC(=O)N1CCOCC1)c1ccccc1	-2%	1%	-1%	2%	-2	4%	-10%	0.3	-7
CCN(CC)C(=O)CN(C#N)c1nc(C)cc(C)n1	-11%	-3%	-5%	4%	-13	6%	-1%	0.8	12
COc1ccc(N2CCN(CCCNC(=O)CN3CCN(Cc4ccccc4C)C3=O)CC2)cc1	1%	-3%	2%	-7%	-2	?	8%	0.1	-2
Cc1cc(N2CCOCC2)nc2ccc(NC(=S)N3CCN(c4ccccc4)CC3)cc12	-2%	9%	-4%[11.4 µM]	-2%	7	5%	-3%	5.5	17
CCCCN1C(=O)C(CC(=O)NCC2CCCCC2)CC(C(=O)N(C(C)C)C(C)C)=C1C (centres undefined)	-11%	2%	nt	6%	-4	-15%	nt	nt	nt
COc1ccc(N(CC(=O)NCc2ccc(F)cc2)C(=O)Cn2nnc(-c3ccc(C)o3)n2)cc1OC	11%	-1%	15%	-1%	-6	-5%	0%	0.7	3
Fc1ccc(OCc2nc(-c3ccc(Br)o3)no2)c(F)c1	-6%	2%	-8%	-3%	-1	?	-1%	-1.8	6
CN(C)/C=N/c1nc2nccc(-c3cccc(Cl)c3)n2n1	0%	1%	?	-6%	1	-11%	0%	-2.7	4
Cc1ccc(C23CC4CC(CC(C(=O)N5CCOCC5)(C4)C2)C3)cc1	0%	-3%	-3%	4%	0	-5%	nt	-0.4	-6
CC1=C(C(=O)OCC(C)C)C(c2ccc(Br)s2)NC(=O)N1 (centres undefined)	-2%	-2%	1%	-1%	-6	-11%	-5%	3.3	3
CCC(Sc1nncn1C)C(=O)Nc1ccccc1OC (centres undefined)	2%	-3%	6%	-9%	-1	-22%	-2%	-1.9	2
COc1ccc(C(C)=O)cc1Cn1nc(C)c([N+](=O)[O-])c1C	13%	-3%	1%	5%	-9	-20%	-12%	-7.4	5
O=C(/C(=N/O)c1ccccc1)c1ccccc1	3%	6%	33%	-20%	-13	-2%	-8%	nt	nt
CCN(CC)c1ccc2nc3ccccc3[n+](CC)c2c1	-3%	-10%	-97%[56.9 µM]	-19%	19	nt	?	-1.8	5
CCCCCOC(=O)Cn1c(N2CCCCCC2)nc2c1c(=O)[nH]c(=O)n2C	1%	-3%	-1%	2%	-3	484%[activator]	3%	-1.8	-5
Cc1cccc(Nc2cc(C)nc(-n3nc(C)cc3C)n2)c1	7%	1%	-11%	?	0	-3%	-2%	nt	nt
Cc1ccc(/C(O)=C2\C(=O)C(=O)N(CC(C)O)C2c2ccccn2)cc1 (centres undefined)	0%	-3%	11%	6%	-4	-5%	13%	-0.4	-3
Cc1ccc(C2(c3ccc(C)cc3)NC(=O)N(CC(=O)NCCCN3CCCC3=O)C2=O)cc1	-2%	-4%	-19%	-1%	-3	158%[activator]	7%	nt	nt
Cc1cccc(C(=O)Nc2nc3nc(-c4ccccc4)cc(=O)n3[nH]2)c1	4%	-3%	-16%	-6%	1	2%	-7%	nt	nt
CCn1c2ccccc2c2cc(NC(=O)c3ccc(Br)o3)ccc21	?	-8%	?	-13%	2	?	2%	2.4	-6
C=C1[C@@H](O)[C@H](Cc2ccccc2)N(Cc2ccccc2Br)S1(=O)=O	?	-12%	13%	10%	-6	-50%	5%	nt	nt
CCN(CC)S(=O)(=O)c1cccc(C(=O)OCC(=O)NCCN2C(=O)CSC2=O)c1	-2%	-4%	1%	2%	-2	221%[activator]	9%	-0.8	-8
CC(C)n1nc(C(=O)Nc2ccccc2N2CCOCC2)c2ccccc2c1=O	0%	-1%	17%	0%	-1	-10%	10%	1.6	-6
CCc1noc(C)c1C(=O)N1CCN(S(=O)(=O)c2c(C)c(C)cc(C)c2C)CC1	0%	-1%	-27%	-1%	-7	-10%	nt	1.2	-20
Fc1cccc(CN2CCSCC2)c1	-1%	0%	-19%	2%	-21	?	-6%	nt	nt
